GPR55 antagonists: GPR55 antagonists blocking LPI-driven arrestin recruitment, primary screen, imaging, U2OS, beta-arrestin-GFP, LPI agonist (AID 2013); U2OS GPR55 beta-arrestin-GFP translocation imaging, LPI antagonism; higher % means a stronger effect; inhibition, % at 10 µM, or IC50 in µM where a hit was titrated; actives 0.13% (n = 290,000);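 active = spots per cell inhibited over 60%, with over 100 cells counted and total cytoplasm intensity under 500,000; inconclusive = wells with under 100 cells, flagged as likely toxic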;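 also: U2OS cells stably carrying GPR55 and arrestin-GFP stimulated by 5 µM LPI near EC80; imaged beta-arrestin-GFP aggregate spots per cell after agonist stimulation; plate controls were LPI-stimulated DMSO wells for no effect and DMSO wells without LPI for full effect; some results filed as inactive read as strong as hits; confirmed hits need IC50 under 10 µM and bright autofluorescent wells are also inconclusive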
NTR1 ag: agonists of NTR1, primary screen, imaging, U2OS cells, beta-arrestin-GFP, high content (AID 493036); P30989; NTR1-U2OS beta-arrestin-GFP spot imaging, agonist mode; activation, % at 20 µM; actives 0.17% (n = 330,000);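 active = activation at or above 40% of the spot to cytoplasm intensity ratio, with at least 20 cells analyzed; inconclusive = wells under 20 cells, flagged as cytotoxic or low count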;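 also: 0% = DMSO without peptide and 100% = 100 nM NTR1 peptide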
Target sequence (P30989 whole entry, looked up): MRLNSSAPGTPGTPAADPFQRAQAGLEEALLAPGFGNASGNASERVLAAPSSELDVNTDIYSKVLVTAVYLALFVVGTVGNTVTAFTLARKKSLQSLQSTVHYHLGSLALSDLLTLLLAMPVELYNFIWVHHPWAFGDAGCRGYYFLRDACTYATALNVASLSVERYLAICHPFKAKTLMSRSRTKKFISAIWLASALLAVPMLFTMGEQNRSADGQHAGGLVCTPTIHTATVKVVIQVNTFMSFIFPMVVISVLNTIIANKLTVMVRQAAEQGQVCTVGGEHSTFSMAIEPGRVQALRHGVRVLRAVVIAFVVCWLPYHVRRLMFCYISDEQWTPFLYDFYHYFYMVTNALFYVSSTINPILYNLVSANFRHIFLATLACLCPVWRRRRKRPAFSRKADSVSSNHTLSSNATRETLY
GPR55 beta-arrestin: GPR55 agonists via beta-arrestin recruitment, primary screen, imaging, U2OS cells, beta-arrestin-GFP redistribution (AID 1961). U2OS GPR55 beta-arrestin-GFP redistribution imaging; higher % means a stronger effect. activation, % at 10 µM, or EC50 in µM where a hit was titrated. actives 0.048% (n = 290,000);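 active = activation above 40% with more than 50 cells counted in the well; inconclusive = wells holding fewer than 50 cells, flagged as toxic or sparse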;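 also: U2OS osteosarcoma cells stably expressing GPR55 and beta-arrestin-GFP; plate controls were DMSO negative control for no effect and LPI positive control for full effect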
AID2073: disruptors of CaV2.2 binding to Mint1 – biochemical, HTRF (AID 2073). HTRF protein-protein interaction, Mint1-CaV2.2; higher % means a stronger effect. inhibition, % at 20 µM, or IC50 in µM where a hit was titrated. actives 0.19% (n = 290,000); in the data active = inhibition mostly above about 51%, no sharp cut-off; inconclusive = no clear call, values can overlap the other calls; inactive = mostly below about 53%; also: some results filed as inactive read as strong as hits
MgcRacGAP inhibition: MgcRacGAP GTPase-activating activity inhibitors, confirmation, biochemical, ADP Hunter fluorescence; inhibition, % at 30 µM, or IC50 in µM where a hit was titrated; MgcRacGAP-stimulated Rac1 GTP hydrolysis, ADP Hunter fluorescence; higher % means a stronger effect; GST-tagged Rac1 F28L mutant substrate; actives 0.6% (n = 340,000); AID 624330;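 active = first-screen hits whose inhibition reached a set limit at any dose in the follow-up dose series; inconclusive = inhibition above the set first-screen limit but never retested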;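 also: fluorescence reports GDP produced by GAP-driven GTP hydrolysis; strong numbers were not always called active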
SV40 large T antigen: SV40 large T antigen inhibitors, biochemical (AID 1903); SV40 large T antigen ATPase/helicase inhibition assay; higher % means a stronger effect; one-dose inhibition, % at 20 µM; IC50 in µM for titrated hits; actives 0.39% (n = 310,000); in the data active = a potency from the dose series; inconclusive = inhibition mostly from about 32% at the one dose, without a potency; inactive = the rest, 99 in 100 with inhibition below about 32%; also: strong numbers were not always called active
Yfh1-depleted yeast: mitochondrial function rescue without frataxin homolog – Friedreich's ataxia, plus single-dose screen, dose response (AID 1465); S. cerevisiae Yfh1-off respiration, WST-1 reduction, 72 h; higher fold induction means a stronger effect; one-dose fold induction at 50 µM; EC50 in µM for titrated hits; actives 0.074% (n = 220,000);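 active = fold induction of absorbance versus untreated yeast above a set limit, then at least 30% activation at any dose in follow-up; inconclusive = repeats straddling the limit, or above it without dose testing; inactive = fold induction below the set limit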;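 also: activators that raise dye reduction in frataxin-depleted yeast; strong numbers were not always called active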
Dengue-2 NS5 capping: flavivirus cap methylation enzyme inhibition – biochemical, confirmation dose response, primary screen (AID 588689); Dengue-2 NS5 methyltransferase capping enzyme assay, biochemical; higher % means a stronger effect; inhibition, % at 25 µM, or IC50 in µM where a hit was titrated; actives 0.3% (n = 340,000); in the data active = a potency from the dose series; inconclusive = inhibition above about 29% without an active follow-up result
GPR35 antagonists: GPR35 antagonists blocking zaprinast-driven arrestin recruitment, primary screen, imaging, U2OS, beta-arrestin-GFP, zaprinast agonist (AID 2058) | U2OS GPR35 beta-arrestin-GFP translocation imaging, zaprinast antagonism; higher % means a stronger effect | inhibition, % at 10 µM; hits with a dose series show IC50 in µM | actives 0.052% (n = 290,000);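 active = inhibition of at least 50% with at least 30 cells and total cytoplasm GFP at most 10,000,000; inconclusive = under 30 cells or total GFP of 10,000,000 plus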
NTR1 ag cell count 20 µM: further read-out of NTR1 ag, marked with its call; cell count; measured here: cell count, cytotoxicity flag
Dengue-2 NS5 capping pilot replicate: further read-out of Dengue-2 NS5 capping, marked with its call; inhibition, %; measured here: pilot screen replicate inhibition
An asterisk follows results filed as active; i = inactive; ? = inconclusive; nt = not tested or not shown.

SMILES	GPR55 antagonists	NTR1 ag	NTR1 ag cell count 20 µM	GPR55 beta-arrestin	AID2073	MgcRacGAP inhibition	SV40 large T antigen	Yfh1-depleted yeast	Dengue-2 NS5 capping	GPR35 antagonists	others
O=C(CN1C(=O)CSc2ncccc21)Nc1cccc(Cl)c1	3%	-2.5	68	-0.2%	9%	-3%	13%	nt	-2%	-4%
Cc1ccc(NC(Cc2cc(C)no2)c2ccccc2)cc1 (stereo unspecified)	8%	8.0	45	0.4%	-8%	9%	5%	i	-5%	0%
CCOC(=O)c1cc(-c2ccc(C)cc2)n(CC(=O)NCc2ccco2)c1C	-11%	-2.4	55	-0.1%	12%	8%	2%	i	-3%	19%
CC(C)CC(C(=O)NC(C)(C)C)N(Cc1ccccc1Cl)C(=O)c1snc(C(N)=O)c1N (stereo unspecified)	12%	8.3	58	-0.2%	-5%	6%	9%	nt	-1%	3%
O=C(Nc1c(Cl)cccc1Cl)c1ccc(-c2ccccc2)cc1	1%	-0.4	49	0.0%	13%	7%	8%	i	-1%	4%
Cc1cc(C)cc(C(=O)NC(=S)Nc2ccc3[nH]c(=O)[nH]c3c2)c1	-4%	0.7	68	-0.2%	-5%	3%	0%	i	-5%	-7%
O=C1CSC2=NCN(c3ccc4c(c3)OCO4)CN12	3%	-0.2	83	-0.2%	-60%	19%	5%	i	1%	-2%
CSc1ncccc1C(=O)N1CCCC(C(=O)c2cc(F)ccc2F)C1 (stereo unspecified)	12%	2.1	60	0.5%	11%	14%	6%	i	-3%	-7%
COc1ccc(CN(C(=O)c2cnccn2)C(C(=O)NC(C)(C)C)c2cc(OC)c(OC)c(OC)c2)cc1 (stereo unspecified)	6%	0.4	40	0.0%	2%	2%	5%	i	-3%	3%
Cc1ccccc1OCCn1c(S(=O)(=O)O)nc2c(N)ncnc21	2%	0.7	45	0.3%	12%	10%	5%	nt	3%	12%
CC(C)(CNC(=O)c1cccs1)CNC(=O)c1cccs1	2%	-1.1	58	-0.3%	6%	1%	16%	i	-2%	24%
COC(=O)c1ccccc1NC(=S)NC(=O)c1ccccc1F	-4%	0.9	52	0.1%	-8%	4%	17%	i	-11%	-16%
COc1ccc(NS(=O)(=O)c2ccc(C)c(C(=O)N(C)CCc3ccc(OC)c(OC)c3)c2)cc1	nt	0.9	63	nt	nt	7%	4%	nt	0%	nt
Cc1ccc(SCC(=O)Nc2ccc3c(c2)OCCO3)cc1	0%	1.4	51	0.8%	-6%	7%	5%	i	1%	-3%
CCc1nc(Nc2ccccc2)c2nnn(Cc3ccccc3)c2n1	5%	21	67	-0.2%	8%	8%	23%	nt	-8%	13%	Dengue-2 NS5 capping pilot replicate=4.9
O=C(c1cccc(Cl)c1)N1CCC(=O)N(C(COCc2cccc(Cl)c2)Cc2ccccc2)CC1 (stereo unspecified)	4%	17	103	-0.1%	0%	5%	7%	i	-3%	-2%
CCN1CCN(CCCNC(=O)CS(=O)(=O)Cc2nc(-c3ccccc3C)oc2C)CC1	2%	-1.0	61	0.2%	5%	8%	5%	nt	-8%	-9%
O=C(C1CCC(=O)N(C2CC2)C1)N1CCN(c2ccccc2Cl)CC1 (stereo unspecified)	1%	-0.7	66	-0.1%	0%	10%	20%	nt	-3%	-4%
COc1cc(C(=O)NC(C)Cc2ccccn2)ccc1OC1CCN(C(C)=O)CC1 (stereo unspecified)	-1%	0.3	68	-0.2%	9%	6%	nt	nt	-1%	-2%
CCCSc1ccc([C@@H]2[C@H]3C(=O)N(CC)C(=O)[C@H]3[C@]3(C(=O)OC)CCCCN23)cc1OC	nt	-6.9	89	nt	nt	4%	18%	nt	-14%	nt
C=CCCCCCCCCc1nc(SCC(=O)O)n[nH]1	4%	0.7	70	0.0%	-2%	7%	12%	i	5%	0.55µM*
CC(=O)N1CC(C)Sc2ccc(S(=O)(=O)N3CCCCC3)cc21 (stereo unspecified)	8%	0.2	56	-0.2%	2%	6%	-41%	nt	10%	7%
COc1ccc2c(Cl)c(-c3nnco3)sc2c1	13%	0.4	52	-0.1%	25%	3%	8%	i	-9%	9%
COC(=O)c1[nH]c2c(c1C)C(=O)CCC2	-14%	-0.3	64	0.7%	10%	-1%	19%	i	-3%	-9%
CCN(CC)CCCNC(=O)c1ccccc1C	2%	-2.4	62	0.2%	14%	4%	1%	i	2%	1%

Gathered by group: those above containing fluorine (two)
SMILES	GPR55 antagonists	NTR1 ag	NTR1 ag cell count 20 µM	GPR55 beta-arrestin	AID2073	MgcRacGAP inhibition	SV40 large T antigen	Yfh1-depleted yeast	Dengue-2 NS5 capping	GPR35 antagonists	others
CSc1ncccc1C(=O)N1CCCC(C(=O)c2cc(F)ccc2F)C1 (stereo unspecified)	12%	2.1	60	0.5%	11%	14%	6%	i	-3%	-7%
COC(=O)c1ccccc1NC(=S)NC(=O)c1ccccc1F	-4%	0.9	52	0.1%	-8%	4%	17%	i	-11%	-16%

(more compounds)
SMILES	GPR55 antagonists	NTR1 ag	NTR1 ag cell count 20 µM	GPR55 beta-arrestin	AID2073	MgcRacGAP inhibition	SV40 large T antigen	Yfh1-depleted yeast	Dengue-2 NS5 capping	GPR35 antagonists	others
OC(COc1ccc(CN2CCSCC2)cc1)CN1CCCCC1 (stereo unspecified)	6%	-0.1	59	-0.2%	8%	4%	12%	i	-4%	1%
CS(=O)(=O)c1ccc(C(=O)Nc2ccc(S(=O)(=O)N3CCCCC3)cc2)cc1	nt	-0.6	66	nt	nt	4%	12%	nt	-6%	nt
COc1ccc(CC(=O)Nc2ccc(S(=O)(=O)NC(C)C)cc2)cc1	4%	2.5	56	-0.1%	2%	7%	3%	i	5%	-2%
CC(C)c1ccc(NC(=O)N2CCN(S(=O)(=O)c3ccccc3)CC2)cc1	0%	1.5	49	-0.1%	?	10%	1%	i	-7%	-2%
O=C(c1ccc(N2CCCC2=O)cc1)N1CCN(c2ccccc2)CC1	24%	0.5	78	-0.1%	8%	-7%	-6%	i	1%	5%
Cn1c(-c2sccc2OCc2ccccc2)n[nH]c1=S	7%	1.3	73	0.2%	-26%	2%	11%	i	-9%	16%
Cc1ccc(NC(=O)CCc2nnc3ccc(N4CCOCC4)nn23)cc1C	-1%	2.3	52	-0.3%	10%	-5%	nt	nt	1%	-2%
S=C(NCc1ccco1)NCc1ccccc1Cl	-4%	-0.1	63	-0.1%	-4%	11%	13%	nt	-6%	-7%
C=CCn1c(O)c(C2=c3ccccc3=NC2=O)sc1=Nc1ccc(O)cc1	5%	32	70	-0.1%	8%	15%	nt	i	-2%	-1%
CCn1nc(CC(=O)Nc2ccc(-n3cnnn3)c(C)c2)c2ccccc2c1=O	2%	3.6	46	0.7%	35%	4%	4%	i	-4%	-9%
CCn1cc(S(=O)(=O)Nc2cc(C)ccc2F)cn1	-13%	-0.6	70	0.2%	0%	-1%	6%	nt	3%	-17%
O=C1Nc2ccc([N+](=O)[O-])cc2OC1CCN1CCN(c2ccccc2)CC1 (stereo unspecified)	3%	0.5	49	0.7%	10%	14%	22%	i	-2%	-22%
CC(C)(C)NC(=O)NC(=O)CSc1nnc2ccccn12	1%	1.0	42	-0.1%	-8%	0%	4%	i	-2%	7%
CCOc1ccc(S(=O)(=O)Nc2cccc(C(=O)N(C)Cc3cccc(OC)c3OC)c2)cc1	4%	1.4	67	-0.1%	9%	9%	10%	nt	3%	1%
O=C(Nc1nc(-c2cccs2)cs1)c1ccc(Cl)cc1	9%	3.4	71	-0.1%	-21%	11%	-1%	i	-11%	-1%
CC(/C=C1\SC(=S)N(NS(=O)(=O)c2ccccc2)C1=O)=C\c1ccccc1	7%	-0.5	57	-0.1%	-10%	3%	28%	i	29µM*	11%
O=C(NCc1ccco1)c1ccccc1F	0%	-0.5	85	-0.2%	7%	11%	7%	i	3%	-5%
N#Cc1cnn2c1nc(N1CCOCC1)c1ccccc12	6%	5.4	81	-0.1%	12%	6%	-1%	i	-2%	-3%
O=C(N/N=C/c1ccccn1)c1ccc(N/N=C/c2ccccn2)cc1	1%	1.0	70	0.5%	-6%	6%	17%	i	1%	14%
Cc1ccc(SCc2cc(-c3ccc(Cl)cc3)no2)cc1	3%	0.9	64	-0.1%	3%	-2%	5%	nt	-1%	-9%
Cc1cc2c(cc1C)-c1nnnn1C(C)(C)C2	8%	1.3	59	0.3%	0%	-1%	21%	i	5%	13%
CC(=O)N(Cc1ccco1)c1nc(C(=O)Nc2ccc(Cl)cc2)c(C)s1	-5%	8.4	89	-0.2%	2%	9%	4%	i	-2%	2%
Cc1ccc(OCCOCCOc2cccc3cccnc23)c(Br)c1	53%	3.5	57	-0.5%	-1%	4%	5%	i	-4%	14%
N/C(=N/OC(=O)c1ccccc1F)c1nonc1N	5%	-0.5	74	0.5%	?	8%	21%	i	3%	9%
O=C(COC(=O)c1c(Cl)cccc1Cl)Nc1cc(Cl)ccc1Oc1ccccc1	10%	-1.3	91	0.2%	9%	8%	-2%	i	7%	-1%
COc1ccccc1N1CCN(C(=O)c2ccccc2NC(=O)C2CCCCC2C(=O)O)CC1 (stereo unspecified)	9%	-1.0	63	0.0%	0%	3%	19%	i	-6%	-2%
Cc1ccc(NC2=CC(=O)CC(C)(C)C2)c(N)c1	2%	1.1	66	-0.3%	48%	15%	19%	i	5%	-10%
COc1ccc(CCN2C(=S)N(C)C(=O)C2CC(=O)Nc2ccc(OC)cc2)cc1 (stereo unspecified)	4%	5.1	48	-0.1%	-10%	1%	12%	i	-4%	11%

In the list so far, these have a tert-butyl group.
SMILES	GPR55 antagonists	NTR1 ag	NTR1 ag cell count 20 µM	GPR55 beta-arrestin	AID2073	MgcRacGAP inhibition	SV40 large T antigen	Yfh1-depleted yeast	Dengue-2 NS5 capping	GPR35 antagonists	others
CC(C)CC(C(=O)NC(C)(C)C)N(Cc1ccccc1Cl)C(=O)c1snc(C(N)=O)c1N (stereo unspecified)	12%	8.3	58	-0.2%	-5%	6%	9%	nt	-1%	3%
COc1ccc(CN(C(=O)c2cnccn2)C(C(=O)NC(C)(C)C)c2cc(OC)c(OC)c(OC)c2)cc1 (stereo unspecified)	6%	0.4	40	0.0%	2%	2%	5%	i	-3%	3%
CC(C)(C)NC(=O)NC(=O)CSc1nnc2ccccn12	1%	1.0	42	-0.1%	-8%	0%	4%	i	-2%	7%
